From PubChem BioAssay
IDH1 R132H inh = qHTS for Inhibitors of mutant isocitrate dehydrogenase 1 (IDH1): qHTS | 390,000 tested, 0.093% active | IDH1-R132H enzyme, NADPH consumption, diaphorase/resazurin fluorescence | Potency, µM (highest dose often 76.6 µM), inactives show top-dose activity change, negative = inhibition, usual class: inhibitors | Isocitrate dehydrogenase [NADP] cytoplasmic (Homo sapiens), O75874; also: potency is read from the fitted curve at half-maximal effect; nearly all actives have a fitted effect of over 65% in size
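IDH1-R132H (0.5 ug/mL dispensed) in pH 7.5 Tris buffer was preincubated 30 min with compound, then given a substrate mix of 0.016 mM NADPH and 2 mM alpha-KG for 80 min at room temperature; remaining NADPH was read by diaphorase/resazurin fluorescence.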
USP1 inh = Inhibitors of USP1/UAF1: Primary Screen | Ubiquitin carboxyl-terminal hydrolase 1 (Homo sapiens), O94782 | recombinant USP1/UAF1, Ub-Rhodamine cleavage fluorescence | Potency, µM (doses to about 57.1 µM), for the others: at the top dose activity change, negative = inhibition, actives largely listed as inhibitors | 390,000 tested, 0.23% active | AID 743255, 2014; also: potency is read from the fitted curve at half-maximal effect; nearly all actives have a fitted effect of over 60% in size; inactives centre near -12
Target sequence (O94782 whole entry, looked up): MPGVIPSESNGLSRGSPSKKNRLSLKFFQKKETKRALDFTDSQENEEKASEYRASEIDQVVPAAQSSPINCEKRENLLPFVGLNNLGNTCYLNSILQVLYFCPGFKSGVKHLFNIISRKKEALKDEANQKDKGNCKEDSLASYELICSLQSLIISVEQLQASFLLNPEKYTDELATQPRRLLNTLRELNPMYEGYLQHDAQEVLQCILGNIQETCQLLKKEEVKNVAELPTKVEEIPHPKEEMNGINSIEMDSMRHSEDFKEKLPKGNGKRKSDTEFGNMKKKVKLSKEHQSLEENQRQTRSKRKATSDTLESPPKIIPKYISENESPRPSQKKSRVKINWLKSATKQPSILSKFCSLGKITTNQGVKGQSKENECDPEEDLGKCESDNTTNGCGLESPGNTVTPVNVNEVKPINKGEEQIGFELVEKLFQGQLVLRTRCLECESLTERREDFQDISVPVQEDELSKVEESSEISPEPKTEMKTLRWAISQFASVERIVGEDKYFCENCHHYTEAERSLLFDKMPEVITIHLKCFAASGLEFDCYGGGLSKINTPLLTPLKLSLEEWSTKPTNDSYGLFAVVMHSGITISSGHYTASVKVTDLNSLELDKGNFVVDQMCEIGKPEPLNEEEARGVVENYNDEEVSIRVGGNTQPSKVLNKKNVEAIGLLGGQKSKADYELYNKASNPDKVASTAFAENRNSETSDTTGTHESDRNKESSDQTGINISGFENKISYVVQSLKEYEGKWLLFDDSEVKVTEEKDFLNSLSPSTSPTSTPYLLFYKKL
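USP1/UAF1 complex (1 nM) preincubated 15 min at room temperature with compound, then Ub-Rho substrate (150 nM final) added. Kinetic fluorescence at 480/540 nm over 6 reads at 60 s intervals; 50 mM HEPES pH 7.8, 0.5 mM EDTA, 0.1 mg/ml BSA, 1 mM TCEP, 0.01% Tween-20.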
PI4K2A block = qHTS for small molecular inhibitors of PI4K2A; Phosphatidylinositol 4-kinase type 2-alpha (Homo sapiens), Q9BTU6; purified PI4K2A, ADP-Glo luminescence, 1 h; hits give low values; activity change, negative = inhibition, % at 76.9 µM; 420,000 tested, 0.13% active; AID 1346378, 2018; in the data active = activity change below about -50%; inconclusive = mostly about -30% to -49%;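 also: -100% = wells without enzyme as full effect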
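Compounds are screened against recombinant PI4K2A using PI as substrate and ATP, the latter dispensed at 300 microM. Reactions run one hour at ambient temperature before ADP-Glo detection; full inhibition defined by wells lacking enzyme.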
The depositor's hits bear a star; u = inconclusive. Unless noted, calls follow the shape of the dose curve; as a rule, active = well fitted inhibition curve with a large enough effect; inconclusive = small, poorly fitted or top-dose-only effect; inactive = no such curve, though single readings can be large or run the other way. Unless noted, % is scaled to controls: 0 for no effect and ±100 for the full control effect.

SMILES	IDH1 R132H inh	USP1 inh	PI4K2A block
COc1ccccc1CN1CC(C(=O)NCC2(O)CCCCC2)CCC1=O (stereo unspecified)	9%	-19%	-1
O=C1NC(Cc2ccc(O)cc2)c2nc3cc(F)ccc3c(=O)n2-c2ncccc21 (stereo unspecified)	-5%	-13%	-1
COc1cccc(C2=CC(=O)CC(C)(C)C2=O)c1	-3%	-16%	-2
CCc1ncc(CO)n1Cc1cccc2ccccc12	13%	-22%	-5
C[C@@H]1CNC(=O)c2c(C(=O)N[C@H](C)c3ccccc3)ncn21	15%	-15%	1
C[C@@H]1CN([C@@H](C)CO)C(=O)c2cc(Br)cnc2O[C@H]1CN(C)C(=O)c1ccc2c(c1)OCO2	6%	-19%	3
O[C@@H]1CN(CC2CCCCC2)[C@@H](c2ccc(Cl)cc2)C[C@H]1n1cc(-c2ccc(F)cc2)nn1	-4%	-15%	4
O=C(NCCCN1CCCC1)c1ccc2c(c1)N(Cc1cccc(Cl)c1)C(=O)c1ccccc1S2(=O)=O	-6%	-28%	-2
CC1=C(C(=O)N2CCOCC2)CC(CC(=O)NCCCCc2ccccc2)C(=O)N1Cc1ccc(F)cc1 (stereo unspecified)	1%	-18%	1
Cc1ccc([C@H]2C[C@H](O)[C@@H](n3cc(COC(=O)c4ccccc4)nn3)CN2C(=O)C2CCCCC2)cc1	-2%	-14%	-1
COc1ccc(Nc2nnc(SCC(=O)NC3CCCC3)s2)cc1	2%	-5%	-1
CN(Cc1ccc2nsnc2c1)C(=O)C1CCC(=O)N(CCc2ccccc2)C1 (stereo unspecified)	5%	11%	-2
CC(C)(C)c1ccc(C(=O)O/N=C(\N)Cc2cccs2)cc1	-2%	-21%	-5
COc1ccccc1NC(=O)c1oc2ccccc2c1C	5%	-14%	-3
Cc1cc(C)c(C(=O)COC(=O)c2cccc(S(=O)(=O)N3CCOCC3)c2)cc1C	11%	-19%	-2
C[C@H](CO)N1C[C@H](C)[C@@H](CN(C)S(=O)(=O)c2cccc(F)c2)Oc2ncc(Br)cc2C1=O	9%	-22%	2
O=C(Nc1ccn(CCCNCc2cccc3ccccc23)c(=O)n1)OCc1ccccc1	1%	-12%	-11
COc1ccc(S(=O)(=O)N2CCC(C(=O)N[C@@H](C)C(=O)NCc3ccccn3)CC2)cc1	0%	-19%	6
CC(C)(C)OC(=O)N1Cc2cc3ccccc3nc2C1	-2%	5%	-5
Cc1ccc([C@H]2C[C@@H](O)[C@H](n3cc(C4CC4)nn3)CN2CC2CCCCC2)cc1	-7%	-10%	2
O=C(C[C@H]1C(=O)N(c2ccccc2)C[C@@H]1Cc1ccccc1)Nc1ccc(Br)cc1	9%	4%	-4
C[C@H](NC(=O)c1ncn2c1C(=O)NC[C@@H]2C)c1ccccc1	1%	-21%	3
O=C(NCc1ccccc1OC(F)(F)F)C1CCC(=O)N(CCCN2CCOCC2)C1 (stereo unspecified)	-8%	-32%	-8
C#CCN(C[C@H]1[C@H](OC(=O)NC2CCCC2)[C@H](OC(=O)NC2CCCC2)C[C@@H](C(=O)OC)[C@H]1C(=O)OC)S(=O)(=O)c1ccc(C)cc1	-14%	u	0
O=C(NC1CCCCC1)N(c1ccccc1)c1nnc(-c2cccc([N+](=O)[O-])c2)s1	7%	-21%	1
COc1ccc(C(=O)Nc2ccc3c(c2)OCCO3)c(OC)c1	4%	-18%	-3
CCOC(=O)C1=C(C)NC(C)=C(C(=O)OCC)C1c1ccc(OC)c(OC)c1	2%	-22%	4
COc1ccccc1N1CCN(CCS(=O)(=O)c2cc(Cl)ccc2Cl)CC1	5%	-23%	9
O=C(NCC(F)(F)F)c1ccc(S(=O)(=O)NCCc2ccc3c(c2)OCCO3)cc1	1%	-20%	2
CCOC(=O)c1c(C)nc(C)c(C(=O)OCC)c1-c1cccc([N+](=O)[O-])c1	-6%	-25%	-2

5 entries from above, with the structure last:
IDH1 R132H inh | USP1 inh | PI4K2A block | canonical_smiles
-14% | u | 0 | C#CCN(C[C@H]1[C@H](OC(=O)NC2CCCC2)[C@H](OC(=O)NC2CCCC2)C[C@@H](C(=O)OC)[C@H]1C(=O)OC)S(=O)(=O)c1ccc(C)cc1
5% | -23% | 9 | COc1ccccc1N1CCN(CCS(=O)(=O)c2cc(Cl)ccc2Cl)CC1
-2% | 5% | -5 | CC(C)(C)OC(=O)N1Cc2cc3ccccc3nc2C1
7% | -21% | 1 | O=C(NC1CCCCC1)N(c1ccccc1)c1nnc(-c2cccc([N+](=O)[O-])c2)s1
9% | 4% | -4 | O=C(C[C@H]1C(=O)N(c2ccccc2)C[C@@H]1Cc1ccccc1)Nc1ccc(Br)cc1

Other results.
SMILES	IDH1 R132H inh	USP1 inh	PI4K2A block
O=C(O)c1ccccc1C(=O)OC1CC2CCC1C2 (stereo unspecified)	-1%	-7%	0
Cc1sc2ncnc(N3CCC(C(=O)N(C)CC(=O)Nc4cccc(F)c4)CC3)c2c1C	-4%	-6%	-3
C#CCN(C[C@H]1[C@H](OC(=O)NCc2ccco2)[C@H](OC(=O)NCc2ccco2)C[C@H]2C(=O)N(c3ccccc3)C(=O)[C@@H]12)S(=O)(=O)c1ccc(C)cc1	-7%	-9%	0
C[C@@H]1CN([C@H](C)CO)S(=O)(=O)c2ccc(-c3ccc(C(=O)N(C)C)cc3)cc2O[C@H]1CN(C)C(=O)Cc1ccccn1	-1%	-27%	0
CCCn1c(SCC(=O)N(C)C2CCCCC2)n[nH]c1=O	0%	u	2
C[C@H](CO)N1C[C@H](C)[C@H](CN(C)C(=O)C2CC2)OCc2cnnn2CCCC1=O	5%	-30%	-2
CC(C)Oc1ccc(S(=O)(=O)N2CCCCC2)cc1NC(=O)C1=NN(c2ccccc2)C(=O)CC1	0%	-26%	-1
COc1cc(C(=O)Nc2ccc(C(=O)c3ccncc3)cc2)cc(OC)c1OC	8%	-23%	5
CCCCn1c(N)c(N(CCC(C)C)C(=O)c2c(CC)noc2C)c(=O)[nH]c1=O	-6%	-8%	-3
COc1cc(N(CCCn2cnc3c(SC)ncnc32)CCCn2cnc3c(SC)ncnc32)cc(OC)c1OC	0%	u	-4
COc1ccc(CNC(=O)c2ccccc2NC(=O)C2=C(C)OCCS2)cc1	4%	-35%	3
COc1ccc(CN2C(=O)C(CC(=O)NCCCCc3ccccc3)CC(C(=O)N(C(C)C)C(C)C)=C2C)cc1 (stereo unspecified)	8%	-10%	3
C[C@H](CO)N1C[C@H](C)[C@H](CN(C)C(=O)c2ccc(N3CCN(C)CC3)cc2)OCc2cnnn2CCCC1=O	-9%	-31%	1
COc1ccc(-c2ccc(SCC(=O)NC3CCCC3)nn2)cc1	5%	u	-2
O=C1CCN(C(=O)c2ccccc2)c2ccccc21	-6%	-26%	-7
N#CCCN(CCCN1CCOCC1)CN1C(=O)c2ccccc2C1=O	7%	-24%	-2
CC(C)(c1ccc(O)cc1)c1ccc(O)c(C(=O)O)c1	-16%	-6%	-7
C[C@H]1CN([C@@H](C)CO)S(=O)(=O)c2ccc(Br)cc2O[C@H]1CN(C)S(=O)(=O)c1ccccc1	-2%	-19%	-8
C[C@@H]1CN([C@H](C)CO)C(=O)CCCn2nncc2CO[C@H]1CN(C)S(=O)(=O)c1ccc(Cl)cc1	11%	-14%	2
O=C(CCCN1C(=O)C(c2ccccc2)Oc2cccnc21)Nc1ccccc1Br (stereo unspecified)	-1%	-9%	-4
CN1CCn2cnc(C(=O)Nc3ccc(CNC(=O)OC(C)(C)C)cc3)c2C1=O	-2%	2%	3
CN(Cc1ccc(Cl)cc1Cl)C(=O)Cc1ccc(S(=O)(=O)N2CCOCC2)s1	7%	0%	-3
Cc1ccc(C(=O)OCC(=O)NC2CCCC(C)C2C)s1 (stereo unspecified)	6%	-28%	2
CC(C)NC(=O)Nc1ccc2c(c1)C(=O)N([C@@H](C)CO)C[C@@H](C)[C@H](CN(C)Cc1ccccc1)OCCCC[C@H](C)O2	-2%	-8%	-4
Cc1ccc(-c2noc(CCC(=O)Nc3cccc(C(=O)NC4CC4)c3)n2)cc1	4%	-16%	0
O=NN(CCCl)C(=O)NCCc1cccc[n+]1[O-]	13%	-8%	-3
C[C@@H]1CN([C@H](C)CO)S(=O)(=O)c2ccc(C#CC3CCCCC3)cc2O[C@H]1CN(C)C(=O)Cc1ccncc1	-12%	-10%	-5
C[C@H](CO)N1C[C@H](C)[C@@H](CN(C)C(=O)CN2CCOCC2)Oc2cc(Br)ccc2S1(=O)=O	4%	-31%	1
Cc1csc(=O)n1CC(=O)OCC(=O)Nc1ccc(F)c(F)c1F	-5%	8%	-1
Cc1csc(SCC(=O)Nc2ccc(C)c(S(=O)(=O)N(C)C)c2)n1	17%	-7%	7

Compound profiles (already shown). Order of values: IDH1 R132H inh	USP1 inh	PI4K2A block
`C[C@@H]1CN([C@H](C)CO)S(=O)(=O)c2ccc(C#CC3CCCCC3)cc2O[C@H]1CN(C)C(=O)Cc1ccncc1` is listed as -12%	-10%	-5
`CC(C)(c1ccc(O)cc1)c1ccc(O)c(C(=O)O)c1` is listed as -16%	-6%	-7
`N#CCCN(CCCN1CCOCC1)CN1C(=O)c2ccccc2C1=O` is listed as 7%	-24%	-2
`CN1CCn2cnc(C(=O)Nc3ccc(CNC(=O)OC(C)(C)C)cc3)c2C1=O` is listed as -2%	2%	3

The list continues.
SMILES	IDH1 R132H inh	USP1 inh	PI4K2A block
C[C@@H]1CNC(=O)c2c(C(=O)NCc3ccc(CNC(=O)OC(C)(C)C)cc3)ncn21	-3%	-27%	0
C[C@H](O)[C@@H]1CN2CCc3c([nH]c4ccccc34)[C@@H]2C[C@@H]1N(C)Cc1cc(Cl)cc(Cl)c1	0%	u	3
COc1ccccc1CNC(=O)C(=O)NCC1CCCN1S(=O)(=O)c1cc(C)ccc1C (stereo unspecified)	-1%	-15%	-1
CC(C)OC(=O)N(C)C[C@@H]1OCc2cnnn2CCCC(=O)N([C@H](C)CO)C[C@H]1C	3%	2%	3
CCCCCC(=O)N1C[C@@H](O)[C@H](n2cc(C3CC3)nn2)C[C@@H]1c1ccc(Cl)cc1	0%	-16%	-4
CCOC(=O)c1c(C)[nH]c(/C(C)=N/NC(=O)c2cccnc2)c1C	1%	-12%	5
C/C=C/c1cnc2c(c1)C(=O)N([C@@H](C)CO)C[C@H](C)[C@@H](CN(C)S(=O)(=O)c1ccc(C)cc1)O2	-4%	-5%	11
CCOc1ccc(C(=O)CCC(=O)NN2CCCCC2)cc1	-4%	-13%	-5
CC1C(=O)N(Cc2cn(CC3CCCCC3)nn2)CCS(=O)(=O)N1Cc1ccc(-c2cccc(N(C)C)c2)cc1 (stereo unspecified)	21%	-20%	-3
CC(=O)c1ccc(N2CCN(C(=O)CNC(=O)c3ccc(Br)o3)CC2)cc1	-2%	-20%	-6
CCN(CC)C(=O)C1=C(C)N(CCCOC)C(=O)C(CC(=O)NCCN2CCOCC2)C1 (stereo unspecified)	2%	-3%	-3
O=C(Cc1c(Cl)cccc1Cl)OCC(=O)c1ccc[nH]1	9%	-28%	-2
Cc1ccc(S(=O)(=O)N2C[C@]3(O)C[C@@H]4C(=O)N(c5ccccc5)C(=O)[C@@H]4C[C@]3(OC(=O)Nc3c(C)noc3C)C2)cc1	0%	-13%	3
COc1ccc(S(=O)(=O)N2CCC(C(=O)N[C@@H](C)C(=O)NCc3cccnc3)CC2)cc1	-6%	-22%	-3
O=C(NC(=S)Nc1cc(Cl)ccc1Cl)c1ccco1	17%	-16%	6
COCCN(C(=O)COC(=O)C1CC(=O)N(c2ccc(C)cc2)C1)c1c(N)n(Cc2ccccc2)c(=O)[nH]c1=O (stereo unspecified)	3%	3%	-2
CCOc1ccccc1NCN1C(=O)c2ccccc2C1=O	13%	-11%	-10
C[C@@H]1CNC(=O)c2c(C(=O)NCC(=O)OC(C)(C)C)ncn21	-8%	-18%	-5
COc1ccc(NC(=O)COc2ccccc2C(N)=O)cc1S(=O)(=O)N1CCCCC1	-6%	-30%	5
CCC[C@H]1CN(c2ccc(Br)cc2)C(=O)[C@@H]1CC(=O)Nc1ccc(OC)cc1	11%	-17%	5
O=C(NCc1ccc(F)cc1)N1[C@H]2CC[C@@H]1C=C(c1ccc(F)cc1OCc1ccccc1)C2	-5%	u	1
C[C@H](CO)N1C[C@H](C)[C@@H](CN(C)Cc2cncnc2)Oc2cc(Br)ccc2S1(=O)=O	-4%	4%	-1
C[C@H](O)CNC(=O)c1[nH]cnc1C(=O)Nc1ccc(CNC(=O)OC(C)(C)C)cc1	-6%	6%	1
CCN(CC)C(=O)C1=C(C)N(CCCOC)C(=O)C(CC(=O)NC2CCCC2)C1 (stereo unspecified)	5%	-26%	5

The list is partial. The share of hits here may be higher or lower than overall.
